# Assay outcomes deposited in PubChem by several laboratories.
# GalR3 antag: GalR3 antagonists in HEK293 cells, primary screen, cell-based, fluorescence readout | inhibition, % at 3 µM | Galanin receptor type 3 (Homo sapiens), O60755 | actives 0.44% (n = 360,000) | HEK293 GalR3-CNG cAMP membrane potential fluorescence; galR3 body fused to GalR1 C-terminus;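 active means inhibition above the screen-wide average plus 3 SD, cut at about 13% in these data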;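 further: forskolin and galanin both at EC90 stimulate the cells; cAMP rise reported by CNG channel membrane potential dye signal; 0% = forskolin plus galanin with DMSO and 100% = forskolin alone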
# IDE inh: human IDE inhibitors in live cells, primary screen, fluorescence polarization, HEK cells, FAbetaB substrate. Insulin-degrading enzyme (Homo sapiens), P14735. FAbetaB cleavage. inhibition, % at 5.59 µM. actives 0.41% (n = 320,000). AID 434962, 2010;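 active means percent inhibition above the average of all tested compounds plus 3 SD, set per screening campaign, cut at about 16% in these data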;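 further: IDE supplied by intact live HEK cells; FP after avidin binding of uncleaved biotin substrate so inhibition keeps polarization high; 0% = DMSO wells and 100% = 60 µM reference IDE inhibitor Ii1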
# MEKK3 PB1 HTS: modulators of MEKK3-MEK5 PB1 binding, primary screen, biochemical, wildtype MEKK3, multiplex bead flow cytometry, Alexa488-MEK5; Mitogen-activated protein kinase kinase kinase 3 (Homo sapiens), Q99759; bead-based flow cytometry, Alexa488-MEK5 binding to MEKK3; actives lie on both sides; 0 = blocked by unlabeled MEK5, 100 = vehicle; binding response (% of control), % at 10 µM; actives 1.4% (n = 290,000); AID 1529, 2009;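 active means binding response more than 3 SD above or below the average of its plate-row segment, actives on both sides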;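 further: Alexa488 bead fluorescence after subtracting the streptavidin-only scavenger bead signal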
# pCIP destab: p/CIP-EGFP fusion destabilizers, primary screen, fluorescence, F442A cells. Q05BA5. 16 h. decrease of EGFP signal, % at 10 µM. actives 0.01% (n = 290,000). AID 1984, 2009;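 active means EGFP signal decrease of at least 30% at 10 µM or well 3 SD below plate mean, unless failing retest; inactive means the rest, including hits failing retest or dose response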; further: some compounds called inactive have numbers as strong as hits; many of its hits are not listed in these tables
# PHOSPHO1 inh: PubChem AID 1565; recombinant PHOSPHO1, absorbance phosphatase assay; Phosphoethanolamine/phosphocholine phosphatase (Homo sapiens), Q8TCT1; inhibition, % at 13.3 µM; actives 1.1% (n = 290,000); in the data active means inhibition above about 60%
# Target sequence (Q8TCT1 whole entry, looked up): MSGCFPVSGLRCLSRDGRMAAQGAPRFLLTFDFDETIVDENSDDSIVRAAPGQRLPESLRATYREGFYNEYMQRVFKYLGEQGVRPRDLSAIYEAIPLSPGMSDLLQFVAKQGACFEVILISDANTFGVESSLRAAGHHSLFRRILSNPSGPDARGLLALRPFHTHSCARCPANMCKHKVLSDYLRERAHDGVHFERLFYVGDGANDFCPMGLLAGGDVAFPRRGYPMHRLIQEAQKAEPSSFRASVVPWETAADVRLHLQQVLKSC
# CRFR2-BP antag: antagonists of CRF-BP/CRF-R2 complex, primary screen, cell-based, HEK293, calcium dye fluorescence, uHTS; CRF-induced calcium fluorescence; inhibition, % at 11.8 µM; actives 0.59% (n = 350,000); AID 588475, 2011;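 active means inhibition of the ligand-induced calcium signal above about 50% at the single tested concentration, limit read from the data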
# M4 PAM: human M4 muscarinic receptor positive allosteric modulators, primary screen, CHO-K1 cells, Fluo-8 calcium fluorescence | activation, % at 3 µM | CHO-K1 hM4/Gqi5, ACh EC20; 0% = ACh EC20, 100% = maximal ACh | actives 0.4% (n = 360,000);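 active means activation above its plate's cutoff, the mean activation of sample wells plus 3 SD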; further: some results filed as inactive read as strong as hits
# Target sequence (P08173 whole entry, looked up): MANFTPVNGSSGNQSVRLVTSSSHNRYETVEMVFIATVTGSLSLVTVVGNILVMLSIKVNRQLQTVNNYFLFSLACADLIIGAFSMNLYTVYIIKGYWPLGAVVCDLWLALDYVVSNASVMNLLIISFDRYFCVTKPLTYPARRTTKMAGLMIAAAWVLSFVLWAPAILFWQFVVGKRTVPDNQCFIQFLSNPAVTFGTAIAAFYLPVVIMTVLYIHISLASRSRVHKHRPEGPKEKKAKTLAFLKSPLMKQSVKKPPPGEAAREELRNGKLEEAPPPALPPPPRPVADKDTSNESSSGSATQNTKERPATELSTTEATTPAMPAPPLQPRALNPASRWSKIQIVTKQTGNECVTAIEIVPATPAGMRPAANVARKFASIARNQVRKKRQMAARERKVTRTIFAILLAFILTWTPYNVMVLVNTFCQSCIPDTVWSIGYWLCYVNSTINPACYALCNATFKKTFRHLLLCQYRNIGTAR
# CRFR2-BP ag: agonists of CRF-BP/CRF-R2 complex, primary screen, cell-based, HEK293, calcium dye fluorescence, uHTS | calcium dye fluorescence (FLIPR); percent of saturating CRF peptide response | CRF-binding protein / CRF receptor 2 complex (human) | actives 0.46% (n = 350,000) | activation, % at 13.2 µM;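 active means activation of at least 50%, plus an integration ratio under a set limit after plate pattern correction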;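 further: plate controls were neutral control wells without compound for no effect and CRF at EC100 for full effect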
# IDE act: human IDE activators in live cells, primary screen, fluorescence polarization, HEK cells, FAbeta-B substrate; Insulin-degrading enzyme (Homo sapiens), P14735; FAbeta-B cleavage; 0% vehicle, 100% cell-free pure enzyme wells; activation, % at 5.96 µM; actives 0.073% (n = 340,000); AID 493087, 2011;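 active means activation above the mean of all tested compounds plus 3 SD, set per screening campaign, cut at about 17% in these data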
# * = called active by the depositor; . = not tested or not shown; [ ] = another dose, or the depositor's remark.
SMILES,GalR3 antag,IDE inh,MEKK3 PB1 HTS,pCIP destab,PHOSPHO1 inh,CRFR2-BP antag,M4 PAM,CRFR2-BP ag,IDE act
CC1CCC(C(C)C)C(OCC(O)CNC(C)(C)C)C1 (configuration not stated),-13,-3,101,2,-26,1,-11,-0.4,8
Cc1nc2ccccc2c(=O)n1/N=C/c1ccc(OC(F)F)cc1,-8,4,104,4,-14,-8,2,0.1,3
N#CC1=C(N)Oc2cc(N)ccc2C1c1ccccc1F (configuration not stated),-7,10,98,-8,33,-2,-1,4.3,-1
O=C(NC1CCCCCC1)C1CCN(C(=O)Cc2ccccc2)CC1,0,5,104,-3,-8,5,1,0.0,2
CC(=O)NCCN1C(=O)S/C(=C\c2cccs2)C1=O,0,-1,100,6,-4,-9,-3,0.1,-1
CNS(=O)(=O)c1ccc(Oc2ccc(S(=O)(=O)NC)cc2)cc1,1,3,103,-23,1,-5,1,0.7,5
Cc1ccc(-n2ncc(C#N)c2N)cc1,0,1,101,-8,-2,-11,3,-0.8,5
Cc1ccsc1C(=O)NCC(C)(C)N1CCOCC1,-1,-3,.,.,.,-3,5,-0.4,0
O=C(COc1ccccc1)N1CCN(C(=O)c2ccccc2F)CC1,-9,2,98,-7,40,-5,-2,0.4,-1
Cc1noc(C)c1S(=O)(=O)N1CCC(C(=O)N2CCN(Cc3ccc4c(c3)OCO4)CC2)CC1,-5,4,.,7,-32,0,2,1.7,0
COc1ccc(-c2nc(CS(=O)(=O)CC(=O)NCCCN3CCOCC3)c(C)o2)cc1,-6,9,103,0,-9,13,1,-0.6,2
COc1cc(C(=O)Nc2cc(C(F)(F)F)ccc2N2CCOCC2)ccc1O,-2,7,92,-7,-3,-8,10,-0.3,1
CC(=Cc1ccccc1)C(=O)c1ccccc1,-6,.,.,.,.,40,-2,-3.9,.
Cc1ccccc1-c1nc(CN2CCCC2c2ccc(F)cc2)c(C)o1 (configuration not stated),-5,-4,98,-15,28,-129,-5,8.0,1
NC(=O)c1ccccc1Nc1nc(NCCO)nc(N2CCCC2)n1,-3,-1,108,.,.,0,9,-0.7,0
c1ccc(SCCN2CCN(c3ccccc3)CC2)cc1,-9,-1,109,-13,11,1,1,0.9,6
O=C(CN1C2CCCC1CC(NC(=O)c1ccco1)C2)Nc1ccccc1C(F)(F)F (configuration not stated),-8,-7,100,4,-7,3,14,-1.8,1
Cc1cc(C)n(Cc2ccc(NC(=O)c3nn(C)cc3[N+](=O)[O-])cc2)n1,-6,4,99,-14,1,20,-2,0.2,2
CCOC1(OCC)C(c2ccc(Cl)cc2)C(C#N)(C#N)C1(OCC)OCC (configuration not stated),-2,-3,.,3,-13,-6,-1,-0.5,2
Cc1nc(-c2ccccc2)sc1C1(C)CC(c2cccc(F)c2)=NO1 (configuration not stated),-8,1,92,.,.,-5,6,1.4,0
Cn1cc(CN2CCCC(CO)C2)c(-c2ccc(Oc3ccccc3)cc2)n1 (configuration not stated),-1,0,101,-7,40,-4,-3,1.8,3
CCC(C(=O)N/N=C(\C)c1cccnc1)c1ccccc1 (configuration not stated),-1,0,104,-6,31,-20,8,1.1,3
CCC(C)(C(=O)Nc1c(C)cccc1C)N(C)C(=O)c1ccc2ccccc2n1 (configuration not stated),1,3,98,11,24,1,15,-0.7,2
NC(=O)CCn1c(C(=O)c2cccc([N+](=O)[O-])c2)c2ccccc2[n+]1[O-],-6,8,103,-9,36,-3,16,1.5,-1
COc1ccccc1-c1cn[nH]c1-c1ccc(OCc2ccc([N+](=O)[O-])cc2)cc1O,4,-5,102,0,35,-11,-1,1.2,1
CSc1nc(C)cc(Oc2ccccc2)n1,2,-3,103,-7,12,-1,7,0.8,6
CN(C(=O)COC(=O)c1cccc(S(=O)(=O)N2CCCCCC2)c1)C1CCS(=O)(=O)C1 (configuration not stated),0,-5,.,.,.,1,1,-0.2,5
O=C1CC(c2cccc(Cl)c2)C(n2cncn2)C(=O)C1C1NCCc2ccccc21 (configuration not stated),-2,-1,101,5,16,7,4,0.1,0
O=C(NCc1ccccn1)C1CCN(S(=O)(=O)c2cccs2)CC1,-6,4,105,-6,14,-3,-6,0.3,6
Cc1nc(SCC(=O)NC2CCCCC2C)nc(C)c1C (configuration not stated),-3,-2,.,.,.,0,-3,-0.2,3
Cc1ccc(/C=N/NC(=O)c2cc(-c3ccccc3)nc3ccccc23)o1,-1,6,99,10,18,-2,-8,0.6,0
CN1CCN(C(=O)c2ccc(S(=O)(=O)Nc3ccccc3)cc2)CC1,-5,-4,.,.,.,2,6,-0.2,3
COc1ccc(NC(=O)CCn2c(=S)[nH]c3ccccc3c2=O)cc1OC,0,7,97,-1,23,0,0,-0.4,-1
CC1CCCN(CC(O)COc2ccc(-c3ccccc3)cc2)C1 (configuration not stated),-11,4,105,-10,16,-22,-7,2.7,-3
O=C(N/N=C/c1ccncc1)c1cccc(NC(=O)c2ccc(Cl)cc2)c1,-4,0,54*[inhibitor],-2,-9,20,-5,-2.9,0
C[C@@H]1CN([C@H](C)CO)C(=O)CCCn2nncc2CO[C@H]1CN(C)S(=O)(=O)c1ccc(Oc2ccccc2)nc1,0,.,.,.,.,-1,1,0.2,.
O=C(/C=C/c1ccc(F)cc1)Nc1nc2ccccc2[nH]1,.,2,208*,0,9,.,.,.,.
Fc1ccc(-n2cc(CNCCc3ccccn3)c(-c3ccccc3Cl)n2)cc1,-1,3,97,1,67*,-11,-6,-0.8,2
C=CCN(Cc1cn(C)nc1-c1cccc(Cl)c1)C1CCS(=O)(=O)C1 (configuration not stated),-3,2,105,6,44,-19,-7,-0.8,-1
Cc1cc(NC(=O)c2ccccc2C)no1,-8,-2,117,-16,19,2,-3,-0.9,4
Cc1nc2c(cnn2-c2ccccc2Cl)c(=O)n1-c1ccc(C(C)C)cc1,-1,2,92,1,6,-7,-3,-1.1,5
Cc1ccc(C)c(NS(=O)(=O)c2cc(C(=O)Nc3ccccc3-c3ccccc3)ccc2Cl)c1,-10,6,102,-13,41,21,-5,6.7,3
Cc1ccc(-c2nc(N)sc2CC(=O)OCC(=O)N2C(C)CCCC2C)cc1 (configuration not stated),1,3,140*,-9,-6,15,4,4.7,-5
O=C(CSc1nc(=O)n(CCCN2CCOCC2)c2c1CCCC2)Nc1cccc([N+](=O)[O-])c1,0,0,.,.,.,5,-11,-1.0,1
COc1cc(C(=O)N(C(C)C)C2CCCCC2)cc(OC)c1OC,-2,.,.,.,.,-10,1,-0.8,.
O=C1OCCN1c1c(-c2ccccc2)c(-c2cccs2)nc2c(-c3ccccc3)cccc12,.,-2,95,-6,-24,6,8,3.8,2
O=C(/C=C/c1ccccc1Cl)NCCCn1ccnc1,-7,-1,105,3,34,15,5,-2.0,0
O=C(/C=C/c1ccco1)c1ccc(NC(=O)C23CC4CC(CC(C4)C2)C3)cc1,-2,-4,98,-11,-11,-35,11,0.4,-2
COc1ccc(CNC(=O)COC(=O)CO/N=C(\C)c2ccc3c(c2)OCO3)cc1,-6,-3,.,.,.,6,-2,-6.2,3
c1ccc(-c2c[nH]c3[n+]2CCCCC3)cc1,0,0,107,-7,14,13,-4,0.5,-5
CCCCN(C(=O)CSCc1ccc(C)cc1)c1c(N)n(Cc2ccccc2)c(=O)[nH]c1=O,-5,.,.,.,.,-1,1,1.4,1
O=C(NCCNCc1ccccc1)c1ccco1,-6,.,.,.,.,16,11,0.9,5
CNC(=O)CSc1nnc(-c2cccc(S(=O)(=O)N3CCOCC3)c2)n1-c1ccc(F)cc1,-5,1,100,1,4,-32,2,0.5,3
COc1ccc(/C=C2/C(=O)ON=C2c2ccccc2)cc1OC,-2,7,102,4,-41,-5,8,-1.3,0
CCC1SC2=NC(C)=C(C(=O)OC)C(c3ccc(C(=O)OC)cc3)N2C1=O (configuration not stated),-1,5,108,7,5,-4,-3,-0.6,0
Nc1ccc(N=Nc2ccccc2)c2ccccc12,-9,0,111,12,23,2,3,-0.9,0
Cc1ccc(-c2nn3c(C)nnc3s2)cc1NCc1c(F)cccc1Cl,-3,-2,50*[inhibitor],-8,36,15,-4,-0.5,1
CCc1ccc(S(=O)(=O)NCC(O)COc2ccc(OC)cc2)cc1 (configuration not stated),0,2,103,-8,-10,-5,-7,-2.1,.
CCCC(=O)Nc1cc(-c2nc3ncccc3o2)ccc1Cl,-3,5,110,-13,29,-5,2,0.1,3

# Exported with bars between the fields: entries from further up.
compound | GalR3 antag | IDE inh | MEKK3 PB1 HTS | pCIP destab | PHOSPHO1 inh | CRFR2-BP antag | M4 PAM | CRFR2-BP ag | IDE act
COc1ccc(CNC(=O)COC(=O)CO/N=C(\C)c2ccc3c(c2)OCO3)cc1 | -6 | -3 | . | . | . | 6 | -2 | -6.2 | 3
c1ccc(-c2c[nH]c3[n+]2CCCCC3)cc1 | 0 | 0 | 107 | -7 | 14 | 13 | -4 | 0.5 | -5
CCCCN(C(=O)CSCc1ccc(C)cc1)c1c(N)n(Cc2ccccc2)c(=O)[nH]c1=O | -5 | . | . | . | . | -1 | 1 | 1.4 | 1
O=C(NCCNCc1ccccc1)c1ccco1 | -6 | . | . | . | . | 16 | 11 | 0.9 | 5
CNC(=O)CSc1nnc(-c2cccc(S(=O)(=O)N3CCOCC3)c2)n1-c1ccc(F)cc1 | -5 | 1 | 100 | 1 | 4 | -32 | 2 | 0.5 | 3
COc1ccc(/C=C2/C(=O)ON=C2c2ccccc2)cc1OC | -2 | 7 | 102 | 4 | -41 | -5 | 8 | -1.3 | 0
CCC1SC2=NC(C)=C(C(=O)OC)C(c3ccc(C(=O)OC)cc3)N2C1=O (configuration not stated) | -1 | 5 | 108 | 7 | 5 | -4 | -3 | -0.6 | 0
Nc1ccc(N=Nc2ccccc2)c2ccccc12 | -9 | 0 | 111 | 12 | 23 | 2 | 3 | -0.9 | 0
Cc1ccc(-c2nn3c(C)nnc3s2)cc1NCc1c(F)cccc1Cl | -3 | -2 | 50*[inhibitor] | -8 | 36 | 15 | -4 | -0.5 | 1
CCc1ccc(S(=O)(=O)NCC(O)COc2ccc(OC)cc2)cc1 (configuration not stated) | 0 | 2 | 103 | -8 | -10 | -5 | -7 | -2.1 | .
CCCC(=O)Nc1cc(-c2nc3ncccc3o2)ccc1Cl | -3 | 5 | 110 | -13 | 29 | -5 | 2 | 0.1 | 3
